Efflux pump inh = inhibitors of Candida antifungal efflux pumps expressed in yeast; S. cerevisiae Candida pump triplex, Nile Red efflux; 330,000 compounds, 0.44% hits; inhibition, % at 10 µM;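 active means plate passing quality check with inhibition over a set limit, or well fluorescence over plate mean plus 4 SD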;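 further: Nile Red retained in pooled yeast measured as flow cytometry median fluorescence; 0% = buffer negative control and 100% = Enniatin B positive control; higher means more Nile Red kept so more efflux inhibition; some compounds called inactive have numbers as strong as hits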
Fam108B counter = Fam108B inhibition, counter-screen for RBBP9 inhibitors; recombinant Fam108B, FP-Rh probe fluorescence polarization; inhibition, % at 9.51 µM; 300,000 compounds, 0.33% hits;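 active means inhibition above the screen mean inhibition plus 3 SD, computed separately per campaign, cut at about 18% in these data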;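 further: inhibitors lower polarization as less probe binds the enzyme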
MEX-5 binding = C. elegans MEX-5 TCR-2 RNA binding activity | 300,000 compounds, 0.38% hits | MEX-5/FITC-TCR2 RNA binding, fluorescence polarization; active compounds read low | activity score (negative = inhibition of binding), % at 10 µM | Q9XUB2;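 active means inhibition past about -25% in most replicates, and total fluorescence under double the plate's negative control median, limit read from the data; inconclusive means replicates evenly split on the limit, or fluorescence at least double controls; inactive means too little inhibition in most replicates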;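 further: 0% = DMSO and -100% = 5 µM competing unlabeled TCR2 RNA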
Target sequence (Q9XUB2 whole entry, looked up): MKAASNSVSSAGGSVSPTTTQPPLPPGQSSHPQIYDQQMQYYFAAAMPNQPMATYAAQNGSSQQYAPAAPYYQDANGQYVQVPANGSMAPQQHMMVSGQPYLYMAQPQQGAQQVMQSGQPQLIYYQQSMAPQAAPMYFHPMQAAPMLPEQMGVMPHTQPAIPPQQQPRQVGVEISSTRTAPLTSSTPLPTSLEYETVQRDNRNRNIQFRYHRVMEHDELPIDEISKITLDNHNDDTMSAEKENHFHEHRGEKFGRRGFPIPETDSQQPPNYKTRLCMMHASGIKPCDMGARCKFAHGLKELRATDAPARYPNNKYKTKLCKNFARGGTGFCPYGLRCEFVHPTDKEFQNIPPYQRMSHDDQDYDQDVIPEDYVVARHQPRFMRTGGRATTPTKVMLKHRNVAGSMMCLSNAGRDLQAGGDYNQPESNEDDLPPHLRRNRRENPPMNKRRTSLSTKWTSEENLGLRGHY
EBNA-1 inh = blocks EBNA-1 binding to DNA. EBNA-1 DNA binding, fluorescence polarization. inhibition, % at 14.8 µM. 300,000 compounds, 0.34% hits. AID 1950; in the data active means inhibition above about 28%
Bcl-xL primary = Bcl-xL (human) inhibition; Q07817; GST-Bcl-xL / FITC-Bim BH3 peptide fluorescence polarization; inhibition, % at 10.9 µM; 320,000 compounds, 0.7% hits; AID 2129;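 active means inhibition above the mean of all tested compounds plus 3 SD, cutoff set per campaign, cut at about 30% in these data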;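 further: 0% = DMSO wells and 100% = unlabeled Bim-BH3 peptide competitor; inhibitors lower millipolarization by displacing the labeled peptide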
Target sequence (Q07817 whole entry, looked up): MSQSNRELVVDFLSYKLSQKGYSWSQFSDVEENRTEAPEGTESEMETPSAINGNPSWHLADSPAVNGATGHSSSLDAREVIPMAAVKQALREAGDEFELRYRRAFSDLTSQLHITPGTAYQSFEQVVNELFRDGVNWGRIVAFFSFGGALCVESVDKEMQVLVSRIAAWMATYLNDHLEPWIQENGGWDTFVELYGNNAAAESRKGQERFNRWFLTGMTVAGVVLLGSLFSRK
ZTA counter = ZTA (EBV) inhibition in EBNA-1 counter-screen | ZTA-DNA binding, fluorescence polarization | 320,000 compounds, 0.15% hits | P03206 | inhibition, % at 11 µM; in the data active means inhibition above about 33%
MCL1 BIM primary = inhibitors of human MCL1 binding to BIM-BH3 peptide; GST-MCL1 / FITC-Bim-BH3 fluorescence polarization; inhibition, % at 10.9 µM; 320,000 compounds, 0.68% hits; AID 2057;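 active means inhibition above the mean inhibition of all tested compounds plus 3 SD, set per campaign, cut at about 40% in these data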;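 further: 0% = DMSO wells and 100% = unlabeled Bim-BH3 peptide control; higher means more loss of mP so more displacement of Bim peptide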
Target sequence (Q07820 whole entry, looked up): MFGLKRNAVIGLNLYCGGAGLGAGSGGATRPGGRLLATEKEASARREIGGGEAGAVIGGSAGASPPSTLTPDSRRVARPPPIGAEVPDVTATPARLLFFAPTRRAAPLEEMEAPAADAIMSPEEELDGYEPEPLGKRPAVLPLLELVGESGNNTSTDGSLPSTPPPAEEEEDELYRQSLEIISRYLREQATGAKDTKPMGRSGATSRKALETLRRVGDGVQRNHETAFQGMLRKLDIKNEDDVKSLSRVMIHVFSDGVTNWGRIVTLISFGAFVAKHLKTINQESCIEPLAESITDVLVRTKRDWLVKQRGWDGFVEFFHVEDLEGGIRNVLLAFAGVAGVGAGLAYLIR
GLD-1 TGE inh = GLD-1-TGE RNA interaction inhibition (C. elegans) | inhibition, % at 5.96 µM | Q17339 | 320,000 compounds, 0.44% hits | AID 2280 | purified GLD-1 + fluorescein TGE RNA, fluorescence polarization;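 active means percent inhibition above a per-plate cutoff, the plate mean of test compounds plus 3 SD, cut at about 30% in these data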;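 further: 0% = DMSO wells with GLD-1 and probe and 100% = wells lacking GLD-1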
CR mimetic SO = lowers age-related superoxide in aged yeast cells | S. cerevisiae aged cells, superoxide DHE fluorescence; active compounds read low | superoxide response (% of plate mean), % at 10 µM | 330,000 compounds, 0.18% hits;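 active means superoxide response under a set limit, about three screen SD below normal, cut at about 65% in these data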;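 further: yeast aged for seven days with compound at 30 °C before DHE staining; 100% = average MFI of all compound-treated wells on the plate with controls excluded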
Active calls of the source: *; ? = inconclusive; / = not tested or not shown; + = active, no number. Random draw from the library; 2.3% or so of the library scored in one or more.

SMILES	Efflux pump inh	Fam108B counter	MEX-5 binding	EBNA-1 inh	Bcl-xL primary	ZTA counter	MCL1 BIM primary	GLD-1 TGE inh	CR mimetic SO
COc1ccc(S(=O)(=O)NCc2ccccn2)c(Cl)c1Cl	0.0	1.9	0.5	4.6	-2.0	5.0	10.8	4.3	104.1
O=C(CNC(=O)c1ccccc1)NC1(C(=O)NC2CCCCC2)CCCCC1	-0.1	0.0	0.0	2.5	1.0	24.4	3.8	0.9	72.5
COc1ccc(C(=O)Nn2c(SCC(=O)N3CCC(C)CC3)nc3ccccc3c2=O)cc1	0.2	4.1	-0.5	-8.4	8.1	-1.5	5.2	2.4	95.9
Cc1nc2cc(NC(=O)c3ccc([N+](=O)[O-])s3)ccc2s1	-0.7	1.2	-4.4	-3.6	-0.4	1.1	8.8	-9.5	100.0
COc1ccc(S(=O)(=O)N(CC(=O)NCc2ccco2)c2ccccc2)cc1	0.0	-0.3	0.2	1.4	4.3	-6.9	-2.1	6.1	93.4
Cc1cccc(NC(=O)CSCC(=O)N(C)Cc2c(F)cccc2Cl)c1	0.0	0.4	2.8	5.1	2.7	-3.5	2.2	6.7	86.2
CC(C)N1C(=S)SC(C)(C)C1n1oc(=O)n(-c2cccc(Cl)c2)c1=O (stereo not given)	0.0	1.1	1.0	-1.5	129.0*	-5.5	5.0	3.9	94.8
NC(=S)Cc1ccccc1Cl	-0.2	2.5	-1.6	-8.6	7.8	-9.5	4.5	5.3	89.6
CCC(=O)Oc1ccc2c(c1)OC1(OC(C)=O)OC(C)CC1=C2C (stereo not given)	0.1	0.6	0.4	-3.9	-2.8	-8.0	-0.5	-3.2	89.5
COCCNC(=O)c1csc(Nc2cccc3ccccc23)n1	-0.2	-5.1	-1.2	2.8	0.5	0.8	2.2	-7.0	104.9
Cc1ccc(S(=O)(=O)Nc2cc(Cl)c(O)cc2C)cc1	-0.2	3.6	0.3	5.0	2.8	-6.6	1.1	3.1	108.7
Cn1c(SCC(=O)Nc2ccc(N3CCOCC3)cc2)nnc1C(F)(F)F	-0.1	/	/	/	0.1	6.8	2.9	-1.1	100.1
CS(=O)(=O)N(CC(=O)NCc1ccncc1)C1CCCCC1	-0.2	-1.4	0.6	10.3	2.0	-5.1	-7.0	-2.6	103.5
O=C(CCC(=O)N1CCOCC1)NCCc1ccccc1	0.1	/	/	/	0.2	-32.5	-2.4	4.9	112.6
CC1CCC2(CC1)NC(=O)N(CC(=O)Nc1ccc(N3CCOCC3)cc1)C2=O (stereo not given)	0.1	-1.6	-1.1	-9.9	-0.1	-7.8	3.5	-3.3	89.5
CCCCOc1ccc(C(=O)NCCc2ccccc2)cc1	0.0	-5.0	0.6	-13.9	2.3	-10.9	9.4	-0.7	106.5
O=C(NCCCCC(NC(=O)c1ccc([N+](=O)[O-])cc1)C(=O)O)c1ccc([N+](=O)[O-])cc1 (stereo not given)	-0.1	4.5	0.4	4.3	0.8	3.3	6.2	4.6	120.7
O=C1CC(C(=O)Nc2cccc3ccccc23)C2(CCCC2)O1 (stereo not given)	0.0	1.9	0.2	11.2	8.2	19.5	-0.2	-0.7	103.4
O=C(CN1CCN(S(=O)(=O)/C=C/c2ccccc2)CC1)Nc1ccccc1N1CCOCC1	0.2	1.2	1.3	-18.1	-8.4	3.8	-8.3	-2.5	97.7
COc1cc(NC(=O)CSc2ccc3c(c2)OCCO3)cc(OC)c1OC	0.0	-1.8	2.9	-12.6	2.2	-2.5	-7.9	8.3	112.5
COc1ccc2cc(CN(Cc3cccnc3)S(=O)(=O)c3ccccc3)c(=O)[nH]c2c1	0.2	-0.4	0.6	-12.1	1.1	-13.8	11.3	-0.7	103.2
Cc1c(OC(C)C(=O)NCC2CCC(C(=O)O)CC2)ccc2c3c(c(=O)oc12)CCCC3 (stereo not given)	-0.1	-1.8	0.3	6.8	4.7	-1.5	6.7	-2.3	92.4
O=C(c1cccs1)N1CCC(C(=O)N2CCN(Cc3ccc4c(c3)OCO4)CC2)CC1	0.0	0.9	-2.3	-7.6	-0.6	-12.3	3.1	6.0	108.8
COC(=O)c1ccc(N/C=C\C(=O)c2ccc3c(c2)OCO3)cc1	0.1	0.8	-3.0	-0.4	2.4	3.8	-7.4	-5.3	89.2
COc1ccc(NS(=O)(=O)c2ccc3c(c2)NC(=O)CO3)cc1	0.0	-0.3	-0.1	9.6	1.4	-0.3	0.7	4.6	94.7
COc1ccc(S(=O)(=O)N2CCN(Cc3ccccc3)CC2)c(C)c1	0.1	5.5	-1.3	-3.6	6.1	-13.2	9.3	-1.1	105.3
COc1ccc(C(=O)NNC2=NS(=O)(=O)c3ccccc32)cc1OC	0.1	4.6	-4.4	-3.7	-0.3	-9.9	-4.0	7.5	87.9
O=C(Nc1ccccc1)NC1(C(=O)N2CCN(c3ncccn3)CC2)CCCCC1	-0.1	0.1	-0.3	1.0	5.1	7.6	5.0	-2.9	91.9
FC(F)Oc1ccc(NC(=S)NC2CCCCCCC2)cc1	0.1	2.2	0.4	-18.7	6.4	6.0	13.6	5.3	104.2
CC(=O)Nc1ccc(S(=O)(=O)Nc2nc3ccccc3nc2Nc2ccc(O)c(C(=O)O)c2)cc1	0.3	7.4	?	-6.0	-8.0	-16.9	-27.3	0.4	97.5
CCCCC(=O)Nc1nn(CC(C)C)c2nc3ccccc3cc12	0.1	1.3	0.9	8.3	0.0	4.8	-1.6	-10.0	103.9
CCc1ccc(N2CC(C(=O)OCc3csc(CC(=O)Nc4ccccc4C)n3)CC2=O)cc1 (stereo not given)	0.1	/	/	/	2.1	-0.9	2.4	3.2	87.6
COc1ccc(CCNC(=O)c2cccnc2)cc1	-0.4	-3.0	-1.6	1.6	6.5	-8.6	4.8	0.2	103.2
O=C1/C(=C\c2c(NCCOCCO)nc3ccccn3c2=O)SC(=S)N1Cc1ccco1	0.1	-77.3	17.7	2.5	-57.4	41.9*	-85.1	-18.6	112.0
CN(CC(=O)NCCCc1ccccc1)Cc1ccc(Br)cc1	-0.1	-1.2	0.1	-9.4	2.8	3.8	4.5	2.9	101.8
CCN1CCc2nc(N)sc2C1	-0.1	0.4	-0.5	7.7	9.6	6.0	0.1	0.6	65.3*
O=C(Nc1sc2c(c1C(=O)N1CCOCC1)CCCCC2)c1cccnc1	-0.1	-2.6	0.2	-0.1	2.0	-7.6	-6.3	0.6	116.8
Cc1cccc(Nc2ccccc2C(=O)NCc2ccco2)c1C	-0.1	0.2	-1.4	1.2	1.6	6.0	8.6	4.4	98.1
CC1=CC(=O)c2c(O)ccc(O)c2C1=O	1.0*	71.1*	/	42.2*	88.3*	35.9*	138.5*	74.5*	158.3
CCCS(=O)(=O)c1c(S(=O)(=O)CCC)c2c(N)cccn2c1C(=O)OC	-0.4	1.4	-10.3	-4.2	21.1	-8.8	12.1	35.4*	95.8
Cc1ccc(CNC(=O)C2CC(c3ccccc3F)=NO2)cc1 (stereo not given)	0.1	3.7	4.2	-4.8	6.3	0.6	-2.6	-1.6	97.9
COc1ccc(C(=O)NC(=C(Cl)Cl)S(=O)(=O)c2ccc(C)cc2)cc1	0.1	4.5	-0.6	-0.5	4.3	3.8	6.5	2.4	101.1
CCOC(=O)c1c(NC(=O)CSc2nnc(C)s2)sc2c1CCN(C)C2	0.0	-4.8	8.7	1.5	-13.8	5.0	-27.2	-114.8	104.2
Cc1ccc(NC(=O)c2cc(S(=O)(=O)Nc3ccc(C)cc3)cs2)cc1	0.0	-32.5	-2.7	-3.3	4.0	-5.7	3.6	9.8	119.1
COc1ccc2c(c1)CC/C(=C/c1ccco1)C2=O	20.3*	2.7	-1.1	-2.5	13.5	-4.3	15.7	-13.6	81.7
COCCn1c(-c2ccccc2Cl)nc2c(c(=O)c3ccccc3n2C)c1=O	0.4	0.0	1.3	-13.3	2.6	-0.9	1.2	0.3	106.3
COc1ccccc1-c1cc(C(=O)N2CCCC2)no1	-0.2	0.9	1.4	7.2	5.1	5.3	4.5	8.4	89.2
Cc1cccc(Oc2cc(N)cc([N+](=O)[O-])c2)c1	0.1	-4.5	1.1	-5.7	2.3	7.4	0.1	-2.6	95.5
O=C(CSc1ncn[nH]1)Nc1ncc(C(F)(F)F)cc1Cl	0.0	-4.7	2.1	16.7	1.2	-0.5	4.6	1.1	94.3
CCOc1ccc(CCNC(=O)c2cccc(S(=O)(=O)N3CCN(C(C)=O)CC3)c2)cc1OCC	0.1	-0.2	1.7	-19.8	-3.6	-15.8	-2.0	-13.5	98.3
Cc1cccc(C)c1NC(=O)C1(N(C(=O)c2ccccn2)c2ccc(O)cc2)CCCCC1	0.8	-6.5	-1.7	-18.0	-1.3	3.2	7.0	1.4	105.5
COc1cccc2cccc(/C=N/n3cnnc3)c12	-0.1	7.3	1.4	5.2	8.8	-5.0	8.1	-6.2	107.1
COc1ccc(NS(=O)(=O)c2cccc(C(=O)N3CCN(c4ccccc4O)CC3)c2)cc1	-0.1	3.5	-0.5	-8.1	11.1	-11.6	3.2	-2.5	100.9
Oc1ccc(-c2n[nH]c(C(F)(F)F)c2-c2ccccc2)c(O)c1	0.0	0.7	-5.5	6.3	5.5	17.6	2.0	0.8	91.9
CCOC(=O)c1cnc(SCc2ccc(C(C)(C)C)cc2)nc1N	0.1	-10.7	1.0	-3.3	2.2	-1.0	6.1	4.2	104.2
COc1ccc(NC(=O)c2cc(-c3ccccc3)on2)cc1OC	0.1	-2.2	2.6	-8.2	-8.7	25.3	2.5	8.2	110.2
COc1cc2c(cc1OC)-c1cc3ccc4c(c3c[n+]1CC2)OCO4	1.8	3.1	?	-7.0	169.8*	-0.4	+	40.1*	99.5
O=C(CCNC(=O)c1ccco1)Nc1cccc(Br)c1	0.0	4.5	2.0	-6.0	1.8	-13.4	-2.7	-4.3	105.1
COc1ccc(Cn2nnnc2CN2CCc3ccccc3C2)cc1	0.2	-3.0	-1.7	-9.2	5.2	-2.0	-1.2	-2.3	112.9
CCc1nc(N2CCC3(CC2)OCCO3)c2nnn(Cc3ccccc3Cl)c2n1	0.0	4.8	3.2	4.7	11.0	-0.2	5.6	15.7	114.0

One compound at a time (already shown). Order of screens: Efflux pump inh | Fam108B counter | MEX-5 binding | EBNA-1 inh | Bcl-xL primary | ZTA counter | MCL1 BIM primary | GLD-1 TGE inh | CR mimetic SO
Entry for `CCOc1ccc(CCNC(=O)c2cccc(S(=O)(=O)N3CCN(C(C)=O)CC3)c2)cc1OCC` → 0.1 | -0.2 | 1.7 | -19.8 | -3.6 | -15.8 | -2.0 | -13.5 | 98.3
Entry for `Cc1cccc(C)c1NC(=O)C1(N(C(=O)c2ccccn2)c2ccc(O)cc2)CCCCC1` → 0.8 | -6.5 | -1.7 | -18.0 | -1.3 | 3.2 | 7.0 | 1.4 | 105.5

Later entries:
SMILES	Efflux pump inh	Fam108B counter	MEX-5 binding	EBNA-1 inh	Bcl-xL primary	ZTA counter	MCL1 BIM primary	GLD-1 TGE inh	CR mimetic SO
COc1ccc(C(=O)Nc2ccc(S(=O)(=O)Nc3nccc(C)n3)cc2)cc1	-0.1	-5.9	0.2	8.2	10.9	13.6	10.4	-3.5	105.4
CCS(=O)(=O)N1CCC(C(=O)Nc2cc([N+](=O)[O-])ccc2C)CC1	-0.1	-0.4	0.2	2.2	-2.6	-10.9	0.5	8.7	90.1
O=[N+]([O-])c1ccc(O)c(/C=N/Nc2nn[nH]n2)c1	-0.1	0.2	-13.6	5.9	4.4	-3.5	15.2	10.2	99.0
CC(C)(C)SCCNC(=O)c1ccc(Cl)c(S(=O)(=O)N2CCOCC2)c1	0.1	1.1	2.3	6.5	4.7	-4.9	4.4	1.7	105.8
CN(C(=O)CN1C(=O)NC(C)(CCc2ccccc2)C1=O)c1ccccc1 (stereo not given)	0.1	-2.3	-0.7	1.0	-1.4	-3.0	3.0	0.9	99.5
